Compound activity: PubChem, National Center for Advancing Translational Sciences (NCATS)
GLP1R cytotox: cytotoxicity counter-screen for GLP-1 receptor inverse agonists; Potency, µM (top dose mostly 38.3 µM), for the others: at the top dose activity change, negative = inhibition, actives largely listed as inhibitors; HEK293 cAMP-luciferase reporter cells, luminescence, 24 h; 410,000 compounds, 0.13% hits;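 further: loss of luciferase light is scored as toxicity; potency means the concentration at half of the fitted maximal effect; on the % scale 0 is the no-effect control and ±100 the full control effect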
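1536-well qHTS counterscreen of the MLSMR; 200 cells/uL, 12 h pre-incubation, 23 nL cpd, 24 h at 37 deg C 5% CO2, luciferase detection reagent, 12 min RT, luminescence. Inhibition = undesired.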
Akt phos inh: inhibitors of Akt phosphorylation; AID 651550; activity change, % for hits at 50 µM; 360,000 compounds, 0.32% hits; Neuro2A IGF-stimulated pAkt S473 HTRF, 20 min; active compounds read low; in the data active means activity change below about -80%; inconclusive means mostly about -51% to -80%; further: on the % scale 0 is the no-effect control and ±100 the full control effect
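Single-point screen (50 µM final compound) in Neuro2A cells stimulated 20 min with 6 nM IGF at 37 deg C. After lysis, Ser473-phosphorylated Akt read by HTRF (ex 330 nm, em 615/665 nm) as the 665/615 ratio.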
Abeta yeast res: restores growth of yeast expressing A-beta42 peptide; yeast expressing A-beta42, growth rescue, OD600, 48 h; response scale: 0% DMSO, 100% iron-clioquinol control; Potency, µM (top dose mostly 46.1 µM), for inactives: at the highest dose growth rescue, most hits filed as activators; 410,000 compounds, 0.063% hits; AID 1347071; further: potency means the concentration at half of the fitted maximal effect; nearly all actives have a fitted effect of over 55% in size
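Yeast A-beta toxicity model in growth medium with pinned compounds, 48 h at 30 C; growth read as absorbance at 600 nm. Normalized to FeCl3/clioquinol equimolar mix (positive) and DMSO (negative).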
aSyn rescue: alpha-synuclein toxicity inhibition in yeast. Yeast expressing alpha-synuclein, growth rescue, BacTiter-Glo, 24 h. Potency, µM (top dose mostly 46.1 µM), without a hit: at the highest dose growth rescue (activation), actives largely listed as activators. 370,000 compounds, 0.14% hits. AID 652106; further: potency means the concentration at half of the fitted maximal effect; % of control where 0% means no effect; nearly all actives have a fitted effect of over 65% in size
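Galactose-induced alpha-syn yeast (OD600=0.02, raffinose-pregrown) + pinned cpd, 24 hr, 30 deg C; growth by BacTiter-Glo luminescence. Growth restoration scores as activation.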
TDP43 rescue: inhibitors of TDP-43 toxicity in yeast; Potency, µM (titrated, usually from 46.1 µM), inactives show at the top dose growth rescue (activation), hits mostly activators; 410,000 compounds, 1.8% hits; TDP-43 expressing yeast growth rescue, BacTiter-Glo, 24 h; AID 652104; further: potency means the concentration at half of the fitted maximal effect; % of control where 0% means no effect; nearly all actives have a fitted effect of over 50% in size
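In this qHTS, compounds that restore growth of yeast expressing TDP-43 appear as activators. Cells (OD600=0.02, galactose medium, raffinose-pregrown) are incubated with compound 24 hr at 30 deg C and growth is quantified by BacTiter-Glo.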
FUS suppressor: FUS proteinopathy suppression in yeast | S. cerevisiae FUS-expressing, growth rescue, OD600, 24 h | Potency, µM (highest dose often 76.6 µM), for inactives: at the highest dose growth rescue (activation), actives largely listed as activators | 390,000 compounds, 0.24% hits;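 further: potency means the concentration at half of the fitted maximal effect; plate controls were DMSO vehicle for no effect and reference control for full effect; nearly all actives have a fitted effect of over 55% in size; some results filed as inactive show a strong effect at the top dose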
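Cultures pregrown in 2.5% raffinose medium are shifted to minimal medium containing 2% galactose to express toxic FUS. Compounds are tested at several concentrations. After 24hr at 30C, growth is quantified at 600 nm absorbance.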
Mm-Cpn inhibitor: blocks the Methanococcus maripaludis chaperonin Mm-Cpn. purified Mm-Cpn ATPase, ADP Transcreener TR-FRET. Potency, µM (titrated, usually from 76.9 µM), without a hit: at the top dose activity, negative = inhibition, usual class: inhibitors. 330,000 compounds, 0.031% hits; further: potency means the concentration at half of the fitted maximal effect; on the % scale 0 is the no-effect control and ±100 the full control effect; nearly all actives have a fitted effect of over 80% in size
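ATP (10 uM final) was added to archaeal chaperonin (25 nM final) after 10 min exposure to test compound at 37°C; after 30 min further incubation, ADP was detected by competitive TR-FRET.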
GLP-1R inv ag: acts as inverse agonist at human GLP-1 receptor | AID 624417 | 410,000 compounds, 1.6% hits | HEK293 GLP-1R CRE-luciferase, luminescence, 24 h; GLP-1R form is constitutively active | P43220 | Potency, µM (titrated, usually from 38.3 µM), for the others: at the top dose activity change, negative = inhibition, most hits filed as inhibitors; further: potency means the concentration at half of the fitted maximal effect; on the % scale 0 is the no-effect control and ±100 the full control effect; nearly all actives have a fitted effect of over 55% in size
Target sequence (P43220 whole entry, looked up): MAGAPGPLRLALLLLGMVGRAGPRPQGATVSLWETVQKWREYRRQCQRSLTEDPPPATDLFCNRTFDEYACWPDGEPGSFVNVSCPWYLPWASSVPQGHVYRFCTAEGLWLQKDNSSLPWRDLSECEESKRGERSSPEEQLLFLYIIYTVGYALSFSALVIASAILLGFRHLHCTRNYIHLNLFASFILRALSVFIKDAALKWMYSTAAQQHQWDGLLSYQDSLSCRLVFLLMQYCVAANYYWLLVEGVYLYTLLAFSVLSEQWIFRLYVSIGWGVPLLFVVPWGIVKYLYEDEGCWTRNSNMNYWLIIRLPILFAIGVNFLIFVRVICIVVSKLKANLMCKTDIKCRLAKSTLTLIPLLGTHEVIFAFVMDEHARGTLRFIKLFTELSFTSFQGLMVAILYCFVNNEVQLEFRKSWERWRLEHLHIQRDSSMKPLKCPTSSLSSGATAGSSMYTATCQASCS
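Stable HEK293 clone (constitutively active GLP-1R + cAMP-response luciferase); 200 cells/uL plated, 12 h pre-culture, compound 24 hr, 37 deg C/5% CO2; detection reagent 12 min RT; luminescence.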
PTHR1 agonist: activates the human parathyroid hormone receptor PTHR1; Q03431; HEK293 GP2 PTHR1 cells, GloSensor cAMP luminescence, 1 h; Potency, µM (titrated, usually from 115 µM), for inactives: top-dose activation, most hits filed as activators; 410,000 compounds, 0.075% hits; further: potency means the concentration at half of the fitted maximal effect; nearly all actives have a fitted effect of over 55% in size; some results filed as inactive show a strong effect at the top dose; inactives centre near -15; many of its hits are not listed in these tables
Target sequence (Q03431 whole entry, looked up): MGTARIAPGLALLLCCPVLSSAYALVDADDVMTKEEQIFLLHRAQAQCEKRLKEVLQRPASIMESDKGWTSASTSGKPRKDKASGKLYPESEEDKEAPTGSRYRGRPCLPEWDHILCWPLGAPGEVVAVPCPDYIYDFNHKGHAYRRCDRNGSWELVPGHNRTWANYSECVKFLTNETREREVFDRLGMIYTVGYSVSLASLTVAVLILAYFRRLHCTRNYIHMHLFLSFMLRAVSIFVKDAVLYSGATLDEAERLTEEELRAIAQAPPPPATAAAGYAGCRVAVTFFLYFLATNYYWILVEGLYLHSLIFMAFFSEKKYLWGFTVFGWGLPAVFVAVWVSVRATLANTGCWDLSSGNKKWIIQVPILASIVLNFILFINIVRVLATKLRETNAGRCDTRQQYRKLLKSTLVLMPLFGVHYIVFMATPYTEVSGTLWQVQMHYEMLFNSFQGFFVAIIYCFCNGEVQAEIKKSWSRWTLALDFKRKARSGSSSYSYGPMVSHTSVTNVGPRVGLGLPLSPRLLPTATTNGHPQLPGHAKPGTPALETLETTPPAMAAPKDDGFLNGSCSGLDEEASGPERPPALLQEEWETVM
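HEK-293-derived GP2 cells expressing PTHR1 and a GloSensor cAMP reporter, 3,000/well, plated overnight, given luciferin plus IBMX (each 0.5 mM as added) for 1 h at 37 °C, then compound for 1 h at 37 °C. Luminescence was read after 15 min at room temperature.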
Starred values were filed as active, the others as inactive; i = inactive; u = inconclusive; x = no result given; [ ] = another dose, or the depositor's remark. Unless noted, the call rests on the fitted dose curve; in most records, active means well fitted curve in the direction sought with a large enough effect; inconclusive means small, poorly fitted or top-dose-only effect, or another doubt; inactive means no such curve, though single readings can be large; an effect the other way counts as inactive or inconclusive. Some of the compounds tested, so the mix of outcomes need not match the whole.

1. O=C(Nc1ccc2c(c1)OCCO2)c1cccn(Cc2cccc([N+](=O)[O-])c2)c1=O
2. COC(=O)C1=C(c2ccccc2OCc2ccccc2)C[C@@H]2CC[C@H]1N2C(=O)NCc1ccc(F)cc1
3. O=P(OCC(F)(F)C(F)F)(N1CCOCC1)N1CCOCC1
4. N#C/C(=C\c1ccc(O)cc1)C(=O)O (tested in a mixture with another compound)
5. C=C[C@@]12CN(C)[C@H]3[C@H]1[C@@]1(C(=O)Nc4ccccc41)C1CC2[C@@H]3CO1
6. CC12CN3CC(C)(CN(C1)C3c1cccs1)C2=O (stereo unspecified)
7. c1ccc([C@@H]2CO2)cc1
8. CCNC(=S)N(C)CCc1cc2c(c(OC)c1C=C1C(=O)N(C)C(=O)N(C)C1=O)OCO2

entry no.	1	2	3	4	5	6	7	8
GLP1R cytotox	-2%	-5%	1%	0%	0%	4%	-7%	-17%
Akt phos inh	x	i	i	i	i	i	i	i
Abeta yeast res	-22%	13%	29%	-22%	3%	-3%	-1%	9%
aSyn rescue	x	1%	-1%	-3%	-2%	-7%	-2%	2%
TDP43 rescue	-1%	u	19%	-24%	25%	20%[9.22 µM]	0%	-14%[1.82 µM]
FUS suppressor	4%	34%	-10%	-39%	-25%	-7%	-17%	7%
Mm-Cpn inhibitor	x	-1%	0%	x	2%	-12%[15.4 µM]	x	-7%[15.4 µM]
GLP-1R inv ag	8%	7%	8%	4%	2%	15%	8%	1%
PTHR1 agonist	-13%	i	i	i	-14%	-11%	i	i

9. Cc1nc2ccccn2c1P(=S)(N1CCCCC1)N1CCCCC1
10. O=C(c1cc(F)ccc1F)C1CCCN(Cc2cccc(Cl)c2)C1 (stereo unspecified)
11. CC(C)(C)C(=O)N1Cc2cc(-c3ccccc3)ccc2-n2nncc2C1
12. CCC(=NCc1cc(OC)cc(OC)c1)c1c(O)n(C)c(=O)n(C)c1=O
13. C[C@]12CCC3[C@@H](CCC4=CC(=O)CC[C@@]43C=O)C1CCC2=O (stereo partly specified)
14. O=P(/C(=N/O)N1CCOCC1)(N1CCOCC1)N1CCOCC1
15. CCCCNc1ccc2c3c(cccc13)C(=O)N(CCCC)C2=O
16. CCOCCCn1c(N)c(C(=O)Nc2sc3c(c2C(=O)OC)CCCC3)c2nc3ccccc3nc21

entry no.	9	10	11	12	13	14	15	16
GLP1R cytotox	u	6%	1%	2%	-4%	5%	411%[activator]	1%
Akt phos inh	i	i	i	i	i	i	i	i
Abeta yeast res	28%	2%	-21%	9%	-22%	10%[9.22 µM]	5%	-6%
aSyn rescue	-11%	-4%	-5%	u	-1%	0%	-4%	u
TDP43 rescue	14%	-3%	13%	-18%	4%	7%	21%	-25%
FUS suppressor	16%	1%	-13%	19%	-9%	-44%	-6%	9%
Mm-Cpn inhibitor	-1%	-2%	x	2%	1%	6%	0%	-2%
GLP-1R inv ag	u	10µM*	22%	8%	64%[activator]	10%	7.1µM*	0%
PTHR1 agonist	-2%	-29%	-22%	-14%	i	i	-55%[inhibitor]	10%[57.5 µM]

Sorted by number of heavy atoms (rising): 3 of the compounds above.
7. c1ccc([C@@H]2CO2)cc1
3. O=P(OCC(F)(F)C(F)F)(N1CCOCC1)N1CCOCC1
9. Cc1nc2ccccn2c1P(=S)(N1CCCCC1)N1CCCCC1

entry no.	7	3	9
GLP1R cytotox	-7%	1%	u
Akt phos inh	i	i	i
Abeta yeast res	-1%	29%	28%
aSyn rescue	-2%	-1%	-11%
TDP43 rescue	0%	19%	14%
FUS suppressor	-17%	-10%	16%
Mm-Cpn inhibitor	x	0%	-1%
GLP-1R inv ag	8%	8%	u
PTHR1 agonist	i	i	-2%

Profiles from above. Order of values: GLP1R cytotox, Akt phos inh, Abeta yeast res, aSyn rescue, TDP43 rescue, FUS suppressor, Mm-Cpn inhibitor, GLP-1R inv ag, PTHR1 agonist
Results for Cc1nc2ccccn2c1P(=S)(N1CCCCC1)N1CCCCC1 : u, i, 28%, -11%, 14%, 16%, -1%, u, -2%
Results for CC12CN3CC(C)(CN(C1)C3c1cccs1)C2=O (stereo unspecified) : 4%, i, -3%, -7%, 20%[9.22 µM], -7%, -12%[15.4 µM], 15%, -11%
Results for CCNC(=S)N(C)CCc1cc2c(c(OC)c1C=C1C(=O)N(C)C(=O)N(C)C1=O)OCO2 : -17%, i, 9%, 2%, -14%[1.82 µM], 7%, -7%[15.4 µM], 1%, i

Continued:
17. CCN1/C(=C\C=C\C2=[N+](CC)c3ccccc3C2(C)C)C(C)(C)c2ccccc21
18. CCOC(=O)c1cc(C)sc1/N=C/C1C(=O)NC(=S)NC1=O
19. COC12C(COC(N)=O)C3=C(C(=O)C(C)=C(N)C3=O)N1CC1C2N1C (stereo unspecified)
20. Clc1ccc(OCC#CCN2CCCCCC2)cc1
21. Cc1ccc(OCC(=O)N2CCN(Cc3ccc(F)cc3)CC2)cc1
22. c1cc2c(cc1N1CCCCC1)C1CC2CCN1 (stereo unspecified)
23. COc1ccc(C(C)=O)cc1CC(C(=O)c1ccc(Br)cc1)N(C)C (stereo unspecified)
24. COc1ccc(CNCC(=O)N2CCC3(CC2)OCCO3)cc1

entry no.	17	18	19	20	21	22	23	24
GLP1R cytotox	u	-6%	-24%	-4%	0%	8%	0%	-3%
Akt phos inh	i	i	i	i	x	i	i	i
Abeta yeast res	-94%[inhibitor]	-13%	-24%	2%	4%	1%	14%	-2%
aSyn rescue	-66%[inhibitor]	u	-6%	-3%	x	-3%	-3%	0%
TDP43 rescue	-92%[inhibitor]	-1%	-15%	0%	1%	15%	-33%[inhibitor]	-3%
FUS suppressor	23%	24%	1%	-36%	-16%	-17%	x	-26%
Mm-Cpn inhibitor	-2%	0%	-9%	-4%	x	x	-3%	-2%
GLP-1R inv ag	u	5%	u	u	-27%	6%	9%	3%
PTHR1 agonist	-37%[inhibitor]	i	11%	-21%	-29%	-13%	i	-13%[57.5 µM]

25. CC[C@@H](C(=O)[C@@H](C)[C@@H](O)[C@H](C)[C@@H]1O[C@@H]([C@@H](CC)C(=O)O)CC[C@@H]1C)[C@H]1O[C@]2(C=C[C@@H](O)[C@]3(CC[C@@](C)([C@H]4CC[C@](O)(CC)[C@H](C)O4)O3)O2)[C@H](C)C[C@@H]1C
26. O=c1[nH]c(O)c(N=Nc2ccc(SC(F)F)cc2)c(=O)[nH]1
27. Cc1ccc(C(=O)Oc2cc(N)n(S(=O)(=O)c3ccc(F)cc3)n2)cc1
28. CC12CCC(=O)CC1CCC1C2C(=O)CC2(C)C1CCC2(C)O (stereo unspecified)
29. CCOc1cc(C2NCc3ccccc3-n3cccc32)ccc1OC (stereo unspecified)
30. COc1ccc(CCn2c(O)c(C=NC3CC3)c(=O)[nH]c2=O)cc1OC
31. C=CCn1c(=O)c(C=Nc2cccnc2Cl)c(O)n(CCCC)c1=O
32. Cc1ccccc1-n1c(O)c(C=Nc2ccc3c(c2)OCO3)c(=O)[nH]c1=O

entry no.	25	26	27	28	29	30	31	32
GLP1R cytotox	4µM*	-20%	-30%	-11%	0%	15%	3%	-1%
Akt phos inh	i	i	i	i	i	i	i	i
Abeta yeast res	-65%[inhibitor]	6%	15%	5%	-10%	4%	0%	0%
aSyn rescue	-12%	-7%	0%	-7%	-3%	1%	3%	-4%
TDP43 rescue	u	-7%	13%	-6%	-2%	-4%	23%	8%
FUS suppressor	22%	0%	-3%	-6%	25%	3%	23%	x
Mm-Cpn inhibitor	x	1%	2%	x	0%	1%	-1%	-1%
GLP-1R inv ag	u	39%[activator]	u	5%	10µM*	45%[activator]	14%	13%
PTHR1 agonist	-47%[inhibitor]	i	-18%	-14%	i	i	-15%	i

33. Cc1cc(C)cc(OCCOc2cccc(C=C3C(=O)NC(=O)NC3=O)c2)c1
34. COc1ccc(C(=O)C2CCCN(Cc3cccc(C)n3)C2)c(OC)c1 (stereo unspecified)
35. CCOC(=O)CC1c2ccccc2-n2nncc2CN1C (stereo unspecified)
36. COC(=O)CSC1=NN1c1cc(C)nc(N)n1
37. CCOc1ccc(CNCCc2ccc3c(c2)OCO3)cc1
38. CCC(C)(C)n1nnnc1CN1CCC(n2c(C)nc3cc(C(F)(F)F)ccc32)CC1
39. O=C(c1ccc(N2CCCCCC2)c([N+](=O)[O-])c1)N1CCC2(CC1)OCCO2
40. CCCCn1c(O)c(C(CC)=NCc2ccco2)c(=O)[nH]c1=O

entry no.	33	34	35	36	37	38	39	40
GLP1R cytotox	0%	u	-5%	1%	-9%	20%	5%[7.66 µM]	-1%
Akt phos inh	i	i	i	i	i	i	i	i
Abeta yeast res	2%	7%	-9%	17%	11%	2%	-27%	20%
aSyn rescue	16%	4%	-5%	4%	-5%	-1%	0%	-5%
TDP43 rescue	u	11%	-16%	7%	-4%	-14%	27%	-6%
FUS suppressor	-7%	-2%	-18%	-19%	-19%	16%	19%	17%
Mm-Cpn inhibitor	0%	2%	x	2%	-5%	1%	3%	-2%
GLP-1R inv ag	2%	u	10%	6%	-21%	2%	u	0%
PTHR1 agonist	-57%[inhibitor]	i	-16%	26%	i	i	i	i
